Source: PubChem (National Center for Advancing Translational Sciences (NCATS))
Epigenetic reg: derepresses silenced GFP reporter in murine cells. murine LDR cells, GFP reporter derepression, 30 h. Potency, µM (doses to about 53.9 µM), for inactives: at the top dose GFP activation, most hits filed as activators. hit rate 0.2% among 280,000; note: % of control where 0% means no effect; nearly all actives have a fitted effect of over 60% in size
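Reporter derepression read as number of fluorescent GFP-positive objects, 20-120 um in size, counted by laser-scanning cytometer. Mouse LDR line with an epigenetically silenced CMV-GFP locus; compound incubation 30 h, 37 C.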
RECQ1 inh: RECQ1 (human) helicase inhibition; RECQ1 DNA unwinding, red fluorescence kinetic read; P46063; hit rate 0.54% among 240,000; AID 2549; Potency, µM (titrated, usually from 57.3 µM), inactives show at the highest dose activity, negative = inhibition, hits mostly inhibitors;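 note: plate controls were vehicle for no effect and no enzyme for full effect; nearly all actives have a fitted effect of over 30% in size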
Target sequence (P46063 whole entry, looked up): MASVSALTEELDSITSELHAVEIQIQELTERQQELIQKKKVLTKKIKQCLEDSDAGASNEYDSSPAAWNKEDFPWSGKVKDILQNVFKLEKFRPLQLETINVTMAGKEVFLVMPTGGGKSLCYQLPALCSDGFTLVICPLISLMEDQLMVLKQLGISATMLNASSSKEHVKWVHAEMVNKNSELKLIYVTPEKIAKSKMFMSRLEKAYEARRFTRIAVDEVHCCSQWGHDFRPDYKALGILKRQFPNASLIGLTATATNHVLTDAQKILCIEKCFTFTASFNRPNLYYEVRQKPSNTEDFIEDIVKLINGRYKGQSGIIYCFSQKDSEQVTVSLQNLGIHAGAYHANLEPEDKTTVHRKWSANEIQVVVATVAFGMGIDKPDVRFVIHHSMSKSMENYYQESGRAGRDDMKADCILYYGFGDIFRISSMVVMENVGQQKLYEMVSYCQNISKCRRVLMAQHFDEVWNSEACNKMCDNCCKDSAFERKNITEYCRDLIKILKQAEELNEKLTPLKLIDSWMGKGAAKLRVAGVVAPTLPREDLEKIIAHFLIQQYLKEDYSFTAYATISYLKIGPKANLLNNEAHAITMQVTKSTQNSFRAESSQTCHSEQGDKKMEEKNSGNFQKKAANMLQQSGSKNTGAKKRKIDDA
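50 nM RECQ1T1 preincubated 15 min with compound in Tris pH 8.0 buffer with MgCl2, DTT, Tween-20 and 2.5 ug/ml poly(dI-dC); started with 200 nM TAMRA/BHQ-2 forked duplex and 2 mM ATP. Unwinding read as fluorescence (525/598 nm), two reads 2 h apart.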
JMJD2E inh: inhibitors of human JMJD2E histone demethylase; B2RXH2; JMJD2E catalytic domain, FDH-coupled NADH fluorescence (FDH is formaldehyde dehydrogenase); Potency, µM (titrated, usually from 57.1 µM), for inactives: top-dose activity change, negative = inhibition, usual class: inhibitors; hit rate 1.6% among 230,000; AID 2147; active = well fitted inhibition curve with a large enough effect, not every such curve was filed as active; inconclusive = small, poorly fitted or top-dose-only effect, or another doubt; inactive = no such curve, though single readings can be large or run the other way;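 note: 0% = wells with enzyme and -100% = buffer wells without enzyme; nearly all actives have a fitted effect of over 50% in size; many of its hits are not listed in these tables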
IMPase Li inh: cell-permeable IMPase inhibitors with lithium potentiation | CHO-M1 cells, IP1 TR-FRET (IP-One), carbachol + lithium | Potency, µM (top dose mostly 59.4 µM), for inactives: top-dose activity, negative = IMPase inhibition, most hits filed as inhibitors | hit rate 0.35% among 210,000 | AID 1457;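 note: IP1 builds up when IMPase is blocked and the TR-FRET signal falls; plate controls were basal vehicle for no effect and high inhibitor control for full effect; nearly all actives have a fitted effect of over 50% in size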
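CHO cells stably expressing M1 receptor (2000/well) were cultured 16–30 h, then exposed to compounds with a small lithium addition for 30 min at 37C. IP1 was measured by TR-FRET competition; AC50 from Hill fits.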
Luc counter: counter-screen: inhibitors of Kinase-Glo firefly luciferase; Q27757; Kinase-Glo luciferase, ATP luminescence, 8 min; Potency, µM (highest dose often 38.3 µM), for the others: at the top dose activity change, negative = inhibition, hits mostly inhibitors; hit rate 0.28% among 200,000; AID 1379; note: % is set by controls: 0 for no effect and ±100 for the full control effect; nearly all actives have a fitted effect of over 60% in size
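Luminescence was the read-out, taken after 8-minute incubation at ambient temperature. Luciferase turned over luciferin with 10 uM ATP in imidazole pH 7.2 buffer containing KCl, MgCl2, Tween 20 and BSA.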
NPSR antag: antagonists of human neuropeptide S receptor cAMP signaling; Q6W5P4; CHO-NPSR cells, cAMP TR-FRET, antagonist mode; Potency, µM (titrated, usually from 38.3 µM), for the others: at the top dose activity change, negative = inhibition, most hits filed as inhibitors; hit rate 1% among 220,000; note: % is set by controls: 0 for no effect and ±100 for the full control effect; nearly all actives have a fitted effect of over 50% in size; many of its hits are not listed in these tables
GoLoco inh red: RGS12 GoLoco-Gai1 interaction inhibition; hit rate 0.44% among 230,000; Gai1:RGS12 GoLoco peptide FP, rhodamine, 10 min; P63096; AID 880; Potency, µM (top dose mostly 61.6 µM), for the others: at the highest dose activity, negative = inhibition, most hits filed as inhibitors; active = well fitted inhibition curve with a large enough effect, not every such curve was filed as active; inactive = no such curve, though single readings can be large or run the other way; note: % is set by controls: 0 for no effect and ±100 for the full control effect; nearly all actives have a fitted effect of over 30% in size; many of its hits are not listed in these tables
Target sequence (P63096 whole entry, looked up): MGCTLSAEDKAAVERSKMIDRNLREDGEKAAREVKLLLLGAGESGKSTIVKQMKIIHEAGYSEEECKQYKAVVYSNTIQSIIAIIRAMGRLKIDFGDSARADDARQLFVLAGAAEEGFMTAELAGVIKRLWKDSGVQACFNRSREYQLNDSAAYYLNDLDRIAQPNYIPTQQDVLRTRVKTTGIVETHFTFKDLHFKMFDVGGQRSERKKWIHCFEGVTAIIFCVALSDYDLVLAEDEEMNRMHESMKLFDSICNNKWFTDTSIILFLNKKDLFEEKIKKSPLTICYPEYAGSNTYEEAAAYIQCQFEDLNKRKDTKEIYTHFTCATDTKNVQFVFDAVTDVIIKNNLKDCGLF
SMN2 splice up: enhancers of SMN2 splice variant expression; Potency, µM (top dose mostly 46.1 µM), for inactives: at the highest dose activity change, positive = activation, actives largely listed as activators; HEK293 SMN2-luciferase splicing reporter, luminescence, 30-36 h; hit rate 2.8% among 210,000; note: % of control where 0% means no effect; nearly all actives have a fitted effect of over 55% in size
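qHTS luciferase splicing reporter: luminescence rises when SMN2 exon 7 is included in transfected HEK293 cells. Compound exposure lasted 30-36 h at 37C, with 4.5 mM final sodium butyrate as control, followed by a ONE-Glo read.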
An asterisk follows results filed as active; i = inactive; u = inconclusive; x = not tested or not shown; & = joins results of further samples; [ ] = remark or other dose. Unless noted, calls come from the whole dose curve; as a rule, active = well fitted curve in the direction sought with a large enough effect; inconclusive = small, poorly fitted or top-dose-only effect, or another doubt; inactive = no such curve, though single readings can be large; an effect the other way counts as inactive or inconclusive. Potency is the fitted concentration of half-maximal effect. This is a subset; the hit share may differ from the screen's.

cpd | molecule | Epigenetic reg | RECQ1 inh | JMJD2E inh | IMPase Li inh | Luc counter | NPSR antag | GoLoco inh red | SMN2 splice up
1 | O=C(CSc1nc(-c2ccccc2)cs1)Nc1nccs1 | -1.0% | -10% | 5% | 9%[38.3 µM] | 0% | 7%[46.1 µM] | -13% | 20%
2 | CC(=O)O[C@](C)(CCC=C(C)C)C1CC=C(C)CC1 (stereo partly specified) | -0.9% | -3% | 0% | 1% | -1% | x | 6% | 10%
3 | Cc1cc(Nc2ccc(Cl)cc2)n2nnnc2n1 | 3.2% | -6% | -23% | 5%[38.3 µM] | -8% | 15%[46.1 µM] | 14% | -62%[inhibitor]
4 | COc1nc(Nc2ccc(OC)c(Cl)c2)nc(OC)n1 | 0.0% | -10% | 6% | 27%[38.3 µM] | 0% | 4%[46.1 µM] | 0% | -3%
5 | CCN(Cc1ccncc1)C(=O)c1cccc(S(=O)(=O)N2CCOCC2)c1 | -1.1% | -5% | -3% | 8%[38.3 µM] | 2% | -4%[46.1 µM] | -9% | 17%
6 | COc1ccc(N2CCC(CNS(=O)(=O)c3cccc(C(F)(F)F)c3)C2)cc1 (stereo unspecified) | 0.0% | -28% | u | 12%[38.3 µM] | -1% | -17%[46.1 µM] | 8% | -9%
7 | COc1ccc(NC2c3ccccc3C(=O)N2c2cccnc2)cc1 (stereo unspecified) | -3.7% | 1% | -20% | x | x | 11% | 2% | x
8 | C=CCN1C(=O)CN=C1Nc1cccc(C)c1 | -1.8% | -11% | -8% | x | x | -3%[46.1 µM] | x | x
9 | O=C(Nc1nc(-c2cccnc2)cs1)c1ccccc1[N+](=O)[O-] | 0.0% | -4% | 1% | -2% | -3% | 20% | -12% | 0%
10 | CC1=C2C(CCS2(=O)=O)CC2(C1)C(=O)OC(C)(C)OC2=O (stereo unspecified) | 0.0% | -7% | 3% | 3%[38.3 µM] | 3% | 4%[46.1 µM] | 1% | -8%
11 | CCOC(=O)N1CCN(Cc2nc(-c3cccc(Cl)c3)no2)CC1 | -0.2% | i | 1% | 10% | x | 6% | 6% | x
12 | C=CCN(C(=O)CCC(=O)O)C1CC(=O)N(c2ccc(OC)cc2)C1=O (stereo unspecified) | 0.0% | -18% | 0% | 22%[38.3 µM] | -2% | 2%[46.1 µM] | 4% | -4%
13 | Cc1ccc(OCCCC(=O)N2CCOCC2)cc1 | -2.5% | -2% | 8% | -9%[38.3 µM] | -7% | 0%[46.1 µM] | 5% | -5%
14 | O=C(CSCc1ccc([N+](=O)[O-])cc1)Nc1ccc(S(=O)(=O)N2CCCCCC2)cc1 | -0.1% | -19% | 6% | 12% | 1% | -30% | 6% | -28%
15 | COCCN1C(=O)N[C@@H](c2cccc(F)c2)C(C(=O)OC)=C1C | 1.6% | -3% | 18%[11.4 µM] | 8% | 0%[7.66 µM] | 19% | -1%[14.2 µM] | 0%[9.22 µM]
16 | Cc1cc(=O)[nH]c(SCC(=O)N2CCC(Cc3ccccc3)CC2)n1 | 3.8% | -3% | 0% | -10% | 2% | -19% | 4% | 11%
17 | CC(C)CCCC(C)CCOC(=O)CN1CCCC1 (stereo unspecified) | -1.0% | -3% | 2% | x | x | -15% | -4% | x
18 | Cc1nnc(SC(C)C(=O)Nc2ccc(S(=O)(=O)N3CCCCCC3)cc2)s1 (stereo unspecified) | 2.0% | -10% | -2% | -12%[38.3 µM] | -3% | -24%[46.1 µM] | 3% | -6%
19 | Cc1cccc(NC(=O)C(=O)NCCc2c[nH]c3ccccc23)c1C | 15% | 0% | 8% | -4% | 1% | -9% | 4% | 14%
20 | COc1ccc(O)c(C2=Nc3ccccc3N=C(c3cccs3)C2)c1 | 0.0% | 3% | 0% | 5% | 3% | 2% | 7% | -22%
21 | C/C(Cn1cnc([N+](=O)[O-])n1)=N\NC(=O)c1ccc(O)cc1O | 0.0% | -11% | -12% | 1% | 0% | -6% | 16% | x
22 | CCOC(=O)c1c(C)[nH]c(C=Nc2ccccc2)c1O | -1.1% | i | u | 9%[38.3 µM] | -2% | -16%[46.1 µM] | 6% | u
23 | COc1ccc(Cc2nnc(SCC(=O)c3ccc(OC)cc3)o2)cc1 | -1.0% | -2% | -7% | 22%[38.3 µM] | -1% | -17%[46.1 µM] | 8% | -13%
24 | COc1ccc(CNC(=O)COc2ccc([N+](=O)[O-])cc2)cc1 | -0.9% | -10% | 8% | -3%[38.3 µM] | -1% | -3%[46.1 µM] | 5% | 5%
25 | CCC(=O)Nc1ccc(SC#N)cc1C | 0.7% | -15% | -1% | -1%[38.3 µM] | 0% | 21%[46.1 µM] | -7% | -23%
26 | c1ccc2ncc(-n3cnnn3)cc2c1 | 0.0% | 8% | -2% | 12%[38.3 µM] | -1% | 2%[46.1 µM] | -5% | -5%
27 | O=C(Nc1ccc(Cl)c(Cl)c1)N1N=CCC1c1ccccc1 (stereo unspecified) | 2.4% | i | 7% | 1% | -1% | 3% | 8% | -22%
28 | CC1(C)CC(=O)C2=C(C1)N(Cc1ccccc1)C(=O)C2(NC(=O)C(C)(C)C)C(F)(F)F (stereo unspecified) | -0.5% | i | 4% | -11%[38.3 µM] | 0% | -13%[46.1 µM] | 3% | 17%
29 | Fc1ccccc1CSc1nc2ccccc2[nH]1 | 1.3% | -6% | 10% | 28%[38.3 µM] | u | -2%[46.1 µM] | 4% | 5.6µM*
30 | COc1cc2ccccc2cc1C(=O)Nc1ccc(S(=O)(=O)Nc2cc(C)on2)cc1 | -0.7% | 13% | -13% | 9%[38.3 µM] | -3% | u | 9% | -10%
31 | O=C(Nc1cccc(C(=O)N2CCCCCC2)c1)c1ccco1 | 0.0% | -16% | 2% | -4%[38.3 µM] | 4% | -3%[46.1 µM] | -7% | u
32 | Cc1nn(Cc2ccccc2Cl)c(C)c1C(=O)N1CCN(c2ccccc2)CC1 | 1.0% | -2% | 5% | 15%[38.3 µM] | -1% | -12%[46.1 µM] | 3% | -15%
33 | CC(C)NC(=O)NC(=O)COC(=O)c1ccccc1F | -0.9% | -7% | 8% | x | x | -4%[46.1 µM] | x | x
34 | CN=c1sc(C(=O)Nc2cccc(Cl)c2)cc(=O)n1C | -8.7% | 1% | 3% | -11% | -1% | -2%[46.1 µM] | -8% | -11%
35 | O=C(CSc1nnc(Nc2ccccc2)s1)NCCN1C(=O)CSC1=O | 0.0% | -3% | 4% | -1% | -3% | -4%[46.1 µM] | 12% | 27%
36 | Cn1cccc1CC(=O)N/N=C/c1ccc(Cl)cc1 | -1.1% | i | -5% | x | x | -5% | 19% | x
37 | C#CCOCCOCCOCCNc1nc(N2CCN(C(=O)[C@H]([C@@H](C)CC)n3cc([C@@H](N)CC(C)C)nn3)CC2)nc(N2CCN(C(=O)[C@H](Cc3ccc(O)cc3)n3cc([C@@H](N)CC(C)C)nn3)CC2)n1 | 1.9% | 0% | -3% | -7% | x | -28% | 3% | x
38 | CS(=O)(=O)Nc1ccccc1C(=O)N1CCN(c2ccccc2)CC1 | 1.7% | i | 4% | 16%[38.3 µM] | -1% | -1%[46.1 µM] | 0% | -2%
39 | Cc1ccc2c(c1)NC(c1cccs1)C1=C(CC(C)(C)CC1=O)N2 (stereo unspecified) | -1.5% | i | 0% | 6% | 1% | 1% | 0% | 4%
40 | CCS(=O)(=O)N1CCN(c2ccc(C(=O)NC34CC5CC(CC(C5)C3)C4)cc2[N+](=O)[O-])CC1 | -1.8% | -1% | 4% | 8% | -3% | -8% | -9% | -5%
41 | Cc1cc(C)nc(SCC(=O)NCc2ccco2)n1 | 5.3% | i | -6% | -2%[38.3 µM] | 0% | 16%[7.67 µM] | -1% | -5%
42 | CCOC(=O)N/N=C/C=C/c1ccccc1[N+](=O)[O-] | -1.3% | -6% | 6% | -9% | -5% | -8% | -4% | 29%
43 | COc1ccc2c(c1)c(CC(=O)N1CCOCC1)c(C)n2C(=O)c1ccc(Cl)cc1 | 1.1%&2.1%&-1.1%&-0.3% | 8%&-5% | 6%&-2%&10% | 7%&1%&11%&0% | -1%&-3%&0% | -30%[46.1 µM] | 5%&1%&4%&5% | 14%&-2%&9%
44 | CCN(CC)c1ccc(C(=O)OCC(=O)Nc2ccccc2-c2ccccc2)cc1 | 0.1% | -10% | u | 8% | -2% | -22% | 10% | -56%[inhibitor]
45 | CC(C)(C)CC(=O)NCc1cccs1 | -1.2% | i | 14% | 2% | 1% | 5% | 8% | -3%

In the list so far, these have a nitro group on carbon.
cpd | molecule | Epigenetic reg | RECQ1 inh | JMJD2E inh | IMPase Li inh | Luc counter | NPSR antag | GoLoco inh red | SMN2 splice up
9 | O=C(Nc1nc(-c2cccnc2)cs1)c1ccccc1[N+](=O)[O-] | 0.0% | -4% | 1% | -2% | -3% | 20% | -12% | 0%
14 | O=C(CSCc1ccc([N+](=O)[O-])cc1)Nc1ccc(S(=O)(=O)N2CCCCCC2)cc1 | -0.1% | -19% | 6% | 12% | 1% | -30% | 6% | -28%
21 | C/C(Cn1cnc([N+](=O)[O-])n1)=N\NC(=O)c1ccc(O)cc1O | 0.0% | -11% | -12% | 1% | 0% | -6% | 16% | x
24 | COc1ccc(CNC(=O)COc2ccc([N+](=O)[O-])cc2)cc1 | -0.9% | -10% | 8% | -3%[38.3 µM] | -1% | -3%[46.1 µM] | 5% | 5%
40 | CCS(=O)(=O)N1CCN(c2ccc(C(=O)NC34CC5CC(CC(C5)C3)C4)cc2[N+](=O)[O-])CC1 | -1.8% | -1% | 4% | 8% | -3% | -8% | -9% | -5%
42 | CCOC(=O)N/N=C/C=C/c1ccccc1[N+](=O)[O-] | -1.3% | -6% | 6% | -9% | -5% | -8% | -4% | 29%
